SUMO1 PPI mod: SUMO1-SIM interaction modulation | SUMO1 binding to a labelled peptide, TR-FRET, 1 h | 360,000 tested, 0.33% active | P63165 | inhibition, % at 20 µM; in the data active = inhibition above about 37%
Target sequence (P63165 whole entry, looked up): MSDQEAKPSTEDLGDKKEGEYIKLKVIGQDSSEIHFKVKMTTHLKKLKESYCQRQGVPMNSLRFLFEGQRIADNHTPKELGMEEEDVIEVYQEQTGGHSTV
MsrA inhibitor: inhibits bovine methionine sulfoxide reductase A; AID 651718; 360,000 tested, 0.75% active; inhibition, % at 15.5 µM; purified bovine MsrA, absorbance read-out; in the data active = inhibition above about 4.5%;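 also: 0% = vehicle wells with enzyme and 100% = reference inhibitor wells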
NadD block: blocks S. aureus nicotinate mononucleotide adenylyltransferase; purified NadD enzyme, colorimetric absorbance read-out; inhibition, % at 20 µM; 360,000 tested, 0.78% active; in the data active = inhibition above about 26%; also: some compounds past the cut are filed as inactive
LMPTP inh: LMPTP (human) inhibition; AID 651560; 360,000 tested, 0.22% active; inhibition, % at 20 µM; P24666; recombinant LMPTP-A, OMFP fluorogenic substrate, fluorescence intensity;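 active = compounds that cut the enzyme signal by at least half of the control window in the single-dose screen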;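 also: plate controls were DMSO wells with enzyme plus substrate for no effect and substrate without enzyme for full effect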
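Assay system: LMPTP-A, protein tyrosine phosphatase of low molecular weight / Medium: pH 6.0 Bis-Tris buffer with DTT and Triton X-100 / Schedule: 50 min enzyme reaction at room temperature, protected from light / Measured by: endpoint fluorescence intensity from OMFP dephosphorylation / Read-out basis: % inhibition relative to no-enzyme and uninhibited control wells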
DNMT1 inh: DNMT1 (human) enzyme inhibition; P26358; DNMT1 molecular beacon, Hinp1I cleavage, fluorescence; inhibition (reported as % activation of signal), % at 10 µM; 360,000 tested, 0.83% active; in the data active = inhibition above about 50%
CSN deneddyl inh: blocks human CSN-mediated cullin deneddylation | Q92905 | Purified CSN, SCF-Nedd8-OG deneddylation, fluorescence polarization | inhibition, % at 12.5 µM | 360,000 tested, 0.38% active | AID 651999;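 active = pattern-corrected inhibition above about 35%, with an unprinted fluorescence ratio check between 0.5 and 1.5, limit read from the data, passing the limit was not always enough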;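 also: 0% = enzyme with substrate and 100% = substrate without enzyme; some results filed as inactive read as strong as hits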
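test system = HEK293T-derived human Csn5 enzyme | amount = 0.24 nM Csn5 enzyme, final concentration | medium = Tris/NaCl/DTT buffer, pH 7.5 | schedule = 90 min reaction at room temperature | signal = FP | evaluation = inhibition of Csn5 cleavage, % | compound dosing = single dose of 12.5 µM compound with 0.25% DMSO | probe or stimulus = 10 nM SCFSkp2-Nedd8OG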
Scp-1 inhibitor: blocks human Scp-1 phosphatase activity | inhibition, % at 20 µM | AID 493091 | Q9GZU7 | Recombinant Scp1, phosphopeptide, malachite green phosphate absorbance | 340,000 tested, 0.88% active;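 active = inhibition above about 50% at 20 µM, limit read from the data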;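 also: plate controls were DMSO wells with enzyme for no effect and wells lacking enzyme for full effect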
Target sequence (Q9GZU7 76-261 limits assumed): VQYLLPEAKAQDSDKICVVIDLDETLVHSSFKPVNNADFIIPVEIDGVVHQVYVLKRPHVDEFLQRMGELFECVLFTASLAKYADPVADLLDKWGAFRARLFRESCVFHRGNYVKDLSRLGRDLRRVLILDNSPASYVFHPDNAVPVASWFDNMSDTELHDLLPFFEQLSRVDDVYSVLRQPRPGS
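System: truncated SCP-1 phosphatase (76-261aa); medium: Tris acetate buffer pH 5.5 with MgCl2 and Tween-20; incubation: 45 min room-temperature reaction, 5 min colour, 30 min stabiliser; compound: single 20 µM dose, 1% DMSO; reagent: Phosphorylated 17-residue peptide substrate; read-out: % inhibition at 20 µM; technique: colorimetric free-phosphate detection, absorbance 630 nm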
Rpn11 inh: inhibitors of human proteasome Rpn11; O00487; human 26S proteasome, Ub4-pepOG fluorescence polarization; 20S core pre-blocked with epoxomicin; calls only at 20 µM; 360,000 tested, 0.59% active; AID 588493;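 active = inhibition at 20 µM, scaled to each plate's controls, above about 33%, limit read from the data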
TbMetRS inhib: blocks T. brucei methionyl-tRNA synthetase activity. purified T. brucei MetRS, ATP depletion, Kinase-Glo luminescence. 360,000 tested, 0.4% active. inhibition, % at 11.9 µM. AID 624268;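 active = inhibition above a per-plate cutoff of the control wells' mean inhibition plus 3 SD, cut at about 5.5% in these data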;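 also: 0% = DMSO wells median and 100% = median of wells with control inhibitor compound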
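Test system – parasite MetRS enzyme · Reagent – substrates ATP, L-methionine and bulk Escherichia coli tRNA · Doses – 11.9 µM compound single dose, 0.9% DMSO · Times – 15 min enzyme-compound preincubation, 2 h reaction, 10 min detection, 25 °C · Signal – Kinase-Glo luminescence, ATP depletion format · Controls – DMSO-only wells as low control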
STEP block: blocks human striatal-enriched tyrosine phosphatase | inhibition, % at 20 µM | AID 588621 | recombinant STEP, OMFP fluorogenic substrate, fluorescence | 360,000 tested, 0.25% active | P54829;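 active = inhibition at 20 µM, scaled per plate between control wells, above about 37%, limit read from the data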;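 also: 0% = DMSO with enzyme and substrate and 100% = substrate only without enzyme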
Target sequence (P54829 whole entry, looked up): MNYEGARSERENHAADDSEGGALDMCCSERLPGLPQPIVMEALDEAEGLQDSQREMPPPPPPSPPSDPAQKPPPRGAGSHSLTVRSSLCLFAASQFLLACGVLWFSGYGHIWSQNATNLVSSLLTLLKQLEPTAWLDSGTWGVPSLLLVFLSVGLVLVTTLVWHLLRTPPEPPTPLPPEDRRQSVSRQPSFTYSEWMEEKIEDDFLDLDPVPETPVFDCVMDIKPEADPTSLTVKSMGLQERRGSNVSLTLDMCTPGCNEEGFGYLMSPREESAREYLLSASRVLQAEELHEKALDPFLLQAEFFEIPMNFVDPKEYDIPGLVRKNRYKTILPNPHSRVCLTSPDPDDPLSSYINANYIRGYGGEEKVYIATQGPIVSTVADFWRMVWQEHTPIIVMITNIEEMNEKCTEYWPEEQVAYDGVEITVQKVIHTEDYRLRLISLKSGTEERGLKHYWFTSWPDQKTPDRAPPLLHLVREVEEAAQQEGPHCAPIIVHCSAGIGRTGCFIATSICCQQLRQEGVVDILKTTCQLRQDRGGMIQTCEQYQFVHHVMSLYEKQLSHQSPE
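Also added – OMFP at 25 µM · Test system – STEP tyrosine phosphatase · Technique – FITC-channel fluorescence of OMFP product · Schedule – 20 min at room temperature, dark · Evaluation – control-normalized % inhibition with plate pattern correction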
Numbers without * were called inactive; i = inactive; . = not tested or not shown.

SMILES	SUMO1 PPI mod	MsrA inhibitor	NadD block	LMPTP inh	DNMT1 inh	CSN deneddyl inh	Scp-1 inhibitor	Rpn11 inh	TbMetRS inhib	STEP block
Cc1ccc(C2N(c3ccc(F)cc3)C(=O)C3CCCN32)cc1 (configuration not stated)	6	-1.0	0	-0.6	0	1	-4	i	-0.3	-4
CCOC(=O)C(CC)(CC)C(=O)/C=C/c1cccc(Br)c1	-2	0.9	7	1.6	12	17	-4	i	-0.8	2
CCN(c1ccccc1)S(=O)(=O)c1ccc(Cl)c(NC(=O)CSc2nncs2)c1	-1	0.5	-8	0.8	-6	-1	-9	i	-0.1	-3
CSCCCNC(=O)c1ccccc1OC1CCN(S(C)(=O)=O)CC1	0	0.8	0	-0.4	-1	1	-1	i	-0.2	-3
O=C(Nn1cnnc1)c1ccccc1F	-4	0.3	-1	-1.5	1	-2	0	i	-0.2	-1
O=C(c1ccoc1)N1CCC2(CC1)Oc1ccc(Cl)cc1C(=O)C21CC(c2ccccc2)=NO1 (configuration not stated)	8	0.5	8	2.0	-5	-3	-3	i	-0.3	2
C=C(C)Cn1c(N2CCN(c3ccc(OC)cc3)CC2)nc2c1c(=O)n(C)c(=O)n2C	0	-0.1	-2	-1.3	0	-2	-6	i	0.0	4
CC(=O)Nc1ccc(NC(=O)C2CCCN(S(=O)(=O)c3ccc(-n4cnnn4)cc3)C2)cc1 (configuration not stated)	-3	0.9	4	0.4	0	-2	-10	i	0.0	-1
O=C1CCC(OCc2ccccc2)CCN1CC[C@@H](Sc1ccccc1)c1ccccc1 (some centres not stated)	4	0.5	-4	8.4	.	-1	.	.	-0.5	.
COCCN(C(=O)CC1C(=O)NCCN1Cc1ccc(-c2ccccc2)cc1)C(C)C (configuration not stated)	-4	0.9	-1	-1.1	-8	4	12	i	-1.3	0
Cc1nc(C(=O)Nc2ccccc2)sc1C1(C)CC(c2cccnc2)=NO1 (configuration not stated)	5	0.5	-1	-1.4	-1	-3	-2	i	-0.2	2
Nc1cccc(C(=O)NCCNC(=O)c2cccc(N)c2)c1	1	1.2	-1	0.0	1	-1	-7	i	-0.5	-4
Cc1cc(Cl)ccc1NC(=O)CN1CCC(C(O)(c2ccccc2)c2ccccc2)CC1	-3	0.7	6	1.2	-7	-2	3	i	0.1	-2
CCCCC(=O)Nc1ccc(C(=O)N2CCC(C(=O)OCC)CC2)cc1	23	0.9	1	-1.3	1	1	-9	i	0.3	0
CC1CCCC(NC(=O)CN2C(=O)NC(C)(c3ccccc3)C2=O)C1C (configuration not stated)	-1	-0.6	-7	-1.1	1	-1	4	i	-0.4	-3
O=C(Nc1ccc(N2CCCCC2)c(Cl)c1)c1ccc(N2CCOCC2)c([N+](=O)[O-])c1	-12	0.2	10	2.8	-10	6	-2	i	-1.1	4
O=C(Cc1ccccc1)NNC(=O)C1CCCC1	1	-1.6	-5	0.5	1	5	-6	i	-0.3	-4
COc1ccc(N2CCN(C(=O)c3cc4c(s3)-c3ccccc3OC4)CC2)cc1	-1	0.6	5	-0.7	7	-2	17	i	-0.9	0
CC(C)(C)C(=O)NC1CCN(S(=O)(=O)c2ccc(C(F)(F)F)cc2)CC1	4	-0.2	-3	0.1	4	5	-5	i	0.1	-1
Cc1sc2nc(COC(=O)c3cccc(S(=O)(=O)N(C)c4ccccc4)c3)[nH]c(=O)c2c1C	9	0.2	37*	2.7	2	20	-7	.	0.4	-1
O=C(Nc1cccc(C(F)(F)F)c1)c1cccc(NS(=O)(=O)c2ccc(O)c(C(=O)O)c2)c1	5	-1.5	0	-0.9	-10	7	4	i	0.1	8
CCOC(=O)N1CCC(N(CCN(C)C)C(=S)Nc2ccc(F)c(Cl)c2)CC1	-2	0.6	-10	-4.4	-3	-3	1	i	-0.9	-1
CCN(C[C@H]1N[C@@](C)(C(=O)OC)[C@H]2C(=O)N(Cc3ccccc3)C(=O)[C@@H]12)S(=O)(=O)c1ccc(OC)cc1	-1	0.9	2	-1.4	1	-2	-5	i	0.6	2
CCCS(=O)(=O)NC(=O)C1(C)CCCN(C(=O)c2cc(F)ccc2C)C1 (configuration not stated)	0	-0.3	-2	-2.2	0	-1	.	i	0.6	0
O=C(O)Cn1c(SC2CCCCC2)nc2ccccc21	2	-0.2	5	-3.0	1	2	-2	i	-0.1	4
COc1ccccc1Nc1ncnc2c1c(C)c(C)n2CCO	4	0.9	-4	0.5	-1	1	1	i	-0.6	-3
Cc1cc2occ(CC(=O)N(C)CC(=O)Nc3ccccc3Cl)c2cc1C	2	0.6	-5	-1.2	1	-6	-11	i	-0.5	3
COc1cc([N+](=O)[O-])ccc1NC(=O)/C=C/C(=O)O	-9	0.6	-8	-1.8	2	-8	-8	i	-0.5	-4
C1CCN(c2nc(N3CCCCC3)nc(N3CCNCC3)n2)CC1	0	0.8	-11	-1.2	1	4	-10	i	0.0	11
Cc1ccc(C(=O)O)cc1[N+](=O)[O-]	-1	-0.1	2	-1.3	-1	3	-12	i	-0.1	0
CS(=O)(=O)N1CCCC(C(=O)NCCc2ccc(Cl)cc2)C1 (configuration not stated)	0	-1.1	-3	-1.2	3	-2	1	i	-1.2	1
CCCCNC(=O)C(=O)Nc1ccc2c(c1)N(S(=O)(=O)c1cccs1)CCC2	1	1.8	-2	2.7	-6	-2	.	i	-0.2	0
NC(=O)c1ccsc1NC(=O)COC(=O)COc1ccccc1[N+](=O)[O-]	-6	0.5	5	2.6	4	-4	3	i	0.0	-2
COc1ccc(-c2cnc(SCC(=O)Nc3cc(C)on3)n2Cc2ccco2)cc1	5	1.7	0	0.0	-8	1	3	i	-0.9	-1
COc1cc(NC(=S)NC(C)=O)ccc1NC(=O)C(C)C	-2	1.7	-7	-0.4	-2	-1	-4	i	-1.3	-2
Cc1ccc(NC(=S)N/N=C2\CC(C)(C)Oc3ccc(O)cc32)cc1	-4	1.6	-2	0.8	-10	-4	-7	i	-0.3	0
N#Cc1ccccc1CSc1ncccc1C(=O)O	6	1.6	6	0.1	2	-1	-4	i	-0.2	-1
O=S1(=O)[C@H]2C[C@@H]3C=C[C@@]2(CN1Cc1ccccc1F)O3	5	-0.2	-9	-0.8	6	-4	8	i	0.0	1
COC(=O)[C@H](Cc1c[nH]c2ccccc12)NC(=O)CCCc1c[nH]c2ccccc12	2	-1.4	-7	-0.5	-6	0	-4	i	0.7	5
Cc1ccc([C@H]2C[C@H](O)[C@@H](n3cc(C4CC4)nn3)CN2Cc2cccs2)cc1	3	0.7	-7	1.3	0	-3	.	i	-2.2	-3
O=C(O)CCC(=O)N1CCN(c2ncccn2)CC1	1	-0.5	-3	-0.6	2	-1	-4	i	-0.5	7
CCCCCCn1c(N)c(C#N)c2ccc([N+](=O)[O-])cc2c1=O	0	1.1	-9	1.6	6	-4	-8	i	-0.5	-1
Cc1ccc(S(=O)(=O)Nc2nc3ccccc3nc2N2CCN(c3ccccc3F)CC2)cc1	0	1.7	7	1.7	-4	3	2	i	-0.8	1
COc1cc(CN2C(=O)C(C)ON=C2c2cccs2)cc(OC)c1 (configuration not stated)	3	0.4	-6	-0.6	0	-1	.	i	-0.3	0
O=C(CNC(=O)c1cccc(S(=O)(=O)N2CCc3ccccc32)c1)Nc1ccc(F)c(F)c1F	2	0.4	-1	1.5	0	2	-12	i	-0.2	-2
COCCn1c(COc2ccc(OC)cc2)nc2ccccc21	-1	0.8	3	0.0	1	0	-9	i	-1.4	-1
COc1c([N+](=O)[O-])cc(C(=O)NNC(=O)c2ccc(C)cc2)cc1[N+](=O)[O-]	-26	0.3	-5	-2.0	0	4	-3	i	-0.8	-1
Cc1ccc(NC(=O)COC(=O)CN2CCSC2=O)cc1Cl	2	-0.1	3	-0.8	1	2	.	i	-0.1	1
COc1ccc(N2C(=O)c3ccccc3NC2c2ccc(OC)c(CSc3ccccn3)c2)cc1 (configuration not stated)	3	0.9	10	2.7	-8	4	-8	i	-0.8	4
CC1(C)CC2CC(C)(CN2C(=O)c2cc(-c3ccccc3O)on2)C1 (configuration not stated)	0	0.3	0	2.4	3	3	-12	i	0.5	-1
O=C(CS(=O)(=O)c1ccccc1)Nc1ccccn1	-2	-0.1	2	0.6	-2	4	-8	i	0.3	-3
CN(CC(=O)Nc1ccc2c(c1)OCCO2)S(=O)(=O)c1cccc2cccnc12	3	-1.5	-6	-0.7	1	-5	-12	i	-1.0	-2
O=C(c1ccccc1OCc1ccc(Cl)cc1)N1CCN(c2ccccn2)CC1	6	-1.2	-4	3.7	2	-6	-3	i	-0.4	0
COC(=O)CSc1n[nH]c(-c2ccncc2)n1	3	-0.6	-4	-1.2	-6	3	-4	i	-0.5	0
CN(c1ccccc1)S(=O)(=O)c1cccc(NC(=O)COc2ccccc2)c1	20	0.4	-9	2.5	-5	-1	-11	i	-0.1	1
CCCCN(C=O)c1c(CC)nc2ccc(C(=O)N3CCN(C)CC3)cn12	4	-0.8	0	-2.8	3	1	.	i	0.1	0
COc1ccc(-c2nnc(SCC(=O)NC(=O)NCc3ccco3)o2)cc1	-3	1.6	-4	-0.7	0	4	-10	i	-0.7	1
COC(=O)Cn1cnc2scc(-c3ccc(C)c(C)c3)c2c1=O	1	4.6*	-1	-0.2	-1	3	-8	i	0.4	1
O=C(CNC(=O)c1ccccc1F)OCc1nc2ccccc2s1	1	-0.3	-6	-0.6	0	-4	-7	i	0.1	-2
